XiGFP reactiv – X-chromosome reactivation activator; XiGFP mouse fibroblasts, % GFP-positive cells imaging, 3 d; cells co-treated with 5-aza-dC sensitizer; scaled so ellipticine positive control = 100%; activation, % at 7.58 µM; hit rate 0.055% among 360,000; AID 743238;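 active = mean normalized replicate activation at least 10% and every replicate at or above 10%; inconclusive = only one of the two criteria met; inactive = mean below 10% and not all replicates reach 10%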;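 also: 0% = median of on-plate neutral control wells and 100% = ellipticine 6 µM median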
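Assay system – SV40-immortalized XiGFP fibroblast cells, line 68-5-11 · Buffer or medium – DMEM supplemented with 5-aza-dC as sensitizing agent · Dosing – one concentration, pinned · Benchmarks – positive control ellipticine, 6 µM final · Times – 3 days compound exposure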
PAX8 inh HTS – PAX8 transcriptional activity inhibition. RMG-I TPO-luciferase reporter, SteadyGlo, 24 h. inhibition, % at 12.6 µM. AID 652154. hit rate 1.2% among 360,000;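 active = mean replicate inhibition at least 60% with every replicate also reaching 60%; inconclusive = only one of the two criteria is met; inactive = mean below 60% and not all replicates reaching 60%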;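 also: luciferase light reporting Pax8 driven TPO promoter activity; plate controls were median of neutral control wells for no effect and mitoxantrone controls for full effect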
ARNT-TACC3 inh – disruptors of human ARNT/TACC3 interaction. AlphaScreen His-ARNT PAS-B/GST-TACC3 binding, luminescence; TACC3 fragment carries E629A point mutation. inhibition, % at 9.99 µM. hit rate 0.66% among 390,000;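 active = mean inhibition of replicates at least 50% and at least half of replicates each reaching 50%; inconclusive = half or more replicates reach 50% but mean below 50%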;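 also: 0% = complete ARNT plus TACC3 wells and 100% = ARNT alone without TACC3; many hits fall short of the cut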
INS-1E GSIS act – primary screen for activators of insulin secretion dependent on glucose, INS-1E cells, GLuc reporter luminescence; INS-1E GLuc reporter insulin secretion, 2-3 h; hit rate 0.61% among 370,000; activation, % at 16.6 µM; AID 743287;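 active = lowest replicate activation of at least 40%, so every replicate reaches that level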;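 also: 0% = median of neutral control wells and 100% = median of IBMX positive control wells; some compounds called inactive have numbers as strong as hits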
CFTR F508del cor – CFTR F508del correction in bronchial cells; hit rate 0.36% among 350,000; activity (quench increase), % at 7.58 µM; CFBE cells, YFP halide quenching; stimulated with forskolin plus potentiator P3; % fluorescence drop versus neutral controls; AID 720511;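 active = mean added fluorescence quench of at least 8% versus neutral control, with both replicates also reaching 8%; inconclusive = only one of the mean or replicate conditions met; inactive = mean below 8% and not both replicates reaching 8%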;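 also: cells transiently co-express mutant CFTR-F508del with the halide-sensitive YFP; corrector assay measuring rescue of mutant channel to the surface after 24 h compound exposure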
DENV2 CPE – protects cells from dengue virus 2 cytopathic effect; DENV2-infected cells, cytopathic effect rescue, plate reader; hit rate 1.7% among 350,000; AID 651640; CPE inhibition, % at 9.99 µM; in the data active = CPE inhibition above about 20%, passing the limit was not always enough; inconclusive = no clear call, values can overlap the other calls; tested in BHK-21 cells;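 also: 0% = median of neutral control wells and 100% = median of positive control wells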
ERp5 inh – inhibitors of human ERp5; inhibition, % at 9.99 µM; hit rate 0.05% among 350,000; Q15084; ERp5 insulin aggregation, absorbance 650 nm, 90 min;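 active = mean replicate inhibition above about 25%, with every replicate also reaching it, limit read from the data, passing the limit was not always enough; inconclusive = only one of those two criteria met; inactive = neither criterion met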
Target sequence (Q15084 whole entry, looked up): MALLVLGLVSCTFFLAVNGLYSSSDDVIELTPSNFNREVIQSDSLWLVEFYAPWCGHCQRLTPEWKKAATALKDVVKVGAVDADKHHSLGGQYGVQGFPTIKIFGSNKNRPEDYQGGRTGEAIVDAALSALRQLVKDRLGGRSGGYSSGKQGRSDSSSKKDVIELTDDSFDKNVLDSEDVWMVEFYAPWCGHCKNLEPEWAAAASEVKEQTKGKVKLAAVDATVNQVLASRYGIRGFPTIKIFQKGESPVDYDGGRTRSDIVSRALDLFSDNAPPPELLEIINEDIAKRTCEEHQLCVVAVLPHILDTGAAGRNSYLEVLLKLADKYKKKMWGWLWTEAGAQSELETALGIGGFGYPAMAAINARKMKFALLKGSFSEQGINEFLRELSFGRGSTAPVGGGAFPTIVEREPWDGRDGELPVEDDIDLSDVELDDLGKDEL
EWS-Fli block – inhibitors of EWS/Fli oncoprotein transcriptional activity; A673 NR0B1-luciferase reporter, viability-normalised; inhibition, % at 12.6 µM; hit rate 0.67% among 350,000;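 active = mean inhibition of at least 50% after viability correction, with every replicate also passing that limit; inconclusive = mean reaches 50% but only one of two replicates passes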;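 also: firefly luciferase signal divided by Alamar Blue viability fluorescence both relative to DMSO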
Starred values were filed as active, the others as inactive; u = inconclusive; x = not tested or not shown.

The line under a structure holds: XiGFP reactiv | PAX8 inh HTS | ARNT-TACC3 inh | INS-1E GSIS act | CFTR F508del cor | DENV2 CPE | ERp5 inh | EWS-Fli block
[1] Cc1noc(C)c1S(=O)(=O)Nc1ccc2c(c1)CC(=O)N([C@@H](C)CO)C[C@@H](C)[C@@H](CN(C)S(=O)(=O)c1ccc(Cl)cc1)O2
→ -0.8 | 8 | x | -23 | -1.6 | -4 | -1 | -3
[2] O=C(NC1CCCCC1)C1c2ccccc2OCC(=O)N1C1CC1 (stereo not drawn)
→ 0.1 | 5 | x | 14 | 0.1 | -2 | 5 | -9
[3] COc1ccc2c3c(n(C)c2c1)[C@H](CO)N(C(=O)Nc1ccc(F)cc1)CC31CN(Cc2cccc(F)c2)C1
→ 0.3 | x | x | -15 | 3.1 | -29 | x | 11
[4] O=C(Nc1nnc(-c2ccc3c(c2)CCCC3)o1)c1c(F)cccc1F
→ 0.1 | -15 | 20 | 24 | 4.6 | x | 0 | 16
[5] Cc1ccc(/C=C/C(=O)NC2CCS(=O)(=O)C2)cc1 (stereo not drawn)
→ 0.0 | -17 | -6 | x | 0.1 | 6 | 6 | -15
[6] COc1ccc(OC)c(/C=C2\SC(=S)N(C(C(=O)O)c3ccccc3)C2=O)c1 (stereo not drawn)
→ -0.1 | 20 | -4 | 3 | 0.9 | 9 | -1 | 41
[7] COCCNC(=O)C(c1ccc(C)cc1)N(CCOC)C(=O)CCC(=O)Nc1ccccn1 (stereo not drawn)
→ 0.0 | 0 | -2 | 5 | -1.3 | -4 | 0 | 3
[8] C[C@@H]1CN([C@@H](C)CO)C(=O)c2cc(NS(=O)(=O)c3cn(C)cn3)ccc2O[C@@H](C)CCCCO[C@@H]1CN(C)C(=O)Nc1ccccc1
→ 0.0 | -1 | -7 | 9 | 0.3 | 4 | 0 | -10
[9] Cc1nnsc1-c1c(C(=O)N2CCOCC2)c(C)nn1-c1ccc(Cl)cc1
→ 0.0 | 2 | 15 | x | -0.3 | 10 | 5 | 6
[10] COc1ccc(S(=O)(=O)Nc2ccc3c(c2)C(=O)N([C@@H](C)CO)C[C@H](C)[C@H](CN(C)C(=O)C2CCCCC2)OCCCC[C@H](C)O3)cc1
→ 0.1 | 4 | 7 | -25 | 1.8 | -3 | 1 | 5
[11] COc1ccc(CC(=O)NCc2csc(-c3cccs3)n2)cc1OC
→ 0.2 | 19 | -26 | -1 | -1.0 | -7 | 2 | 1
[12] COCc1cn(CC[C@@H]2CC[C@H](NC(=O)c3ccccc3)[C@H](CO)O2)nn1
→ -0.3 | -25 | 4 | 3 | -2.6 | -2 | -1 | -3
[13] O=C(NC(c1ccc(F)cc1)c1ccc2ccccc2n1)C1CCN(CCOc2ccc(Cl)cc2)CC1 (stereo not drawn)
→ -0.2 | 57 | x | -36 | -2.1 | 9 | 6 | 21
[14] O=C(C1CCCCC1)N1CC(=O)N2[C@H](CO)[C@@H](c3ccc(-c4cccnc4)cc3)[C@H]2C1
→ 0.1 | x | x | -1 | 0.0 | 1 | 4 | x
[15] O=C(CN1CCOCC1)NNC(=S)Nc1ccc(Cl)cc1
→ 0.3 | -3 | 39* | -8 | 2.1 | 9 | -1 | -6
[16] Cc1cc(=O)oc2cc(OC(C)C(=O)NCc3ccccn3)ccc12 (stereo not drawn)
→ 0.0 | -22 | 0 | 12 | 0.8 | 1 | x | 3
[17] N#Cc1ncccc1CCc1cccc(Cl)c1
→ 0.1 | -11 | -8 | 6 | x | 1 | 6 | -27
[18] COC(=O)[C@@]1(C)[C@H]2C(=O)N(Cc3ccccc3)C(=O)[C@H]2[C@H]2CN=C(SC)N21
→ 0.2 | -2 | -2 | 0 | -2.6 | 4 | 3 | -5
[19] C[C@@H]1CCCCO[C@@H](CN(C)S(=O)(=O)c2ccccc2)[C@@H](C)CN([C@@H](C)CO)C(=O)c2cc(NC(=O)Nc3ccccc3)ccc2O1
→ x | 2 | 6 | x | -1.8 | u | -1 | 7
[20] O=C(C[C@@H]1CC[C@@H]2[C@H](COC[C@@H](O)CN2C(=O)c2ccc3c(c2)OCO3)O1)NC1CCC1
→ 0.0 | 0 | -9 | -4 | 1.0 | 15 | -1 | 15

Going on with the list.
The line under a structure holds: XiGFP reactiv | PAX8 inh HTS | ARNT-TACC3 inh | INS-1E GSIS act | CFTR F508del cor | DENV2 CPE | ERp5 inh | EWS-Fli block
[21] COc1ccc(OC)c(NC(=O)CSc2nncc3ccccc23)c1
→ 0.1 | 8 | 6 | 11 | -0.3 | 4 | 1 | -5
[22] CC(=O)N1CCCCN2[C@@H](CO)[C@@H](c3ccc(-c4cccc(C)c4)cc3)[C@@H]2C1
→ 0.4 | 9 | -7 | -7 | 5.0 | 9 | -2 | -8
[23] O=S(=O)(Nc1cccc(-n2cnnn2)c1)c1cc(Br)ccc1Br
→ 0.2 | -3 | 7 | -15 | -2.2 | -2 | 2 | -13
[24] O=C(NCc1cccc(C(F)(F)F)c1)c1csc(COCCO)n1
→ 0.2 | 14 | x | 2 | -0.3 | -6 | 1 | -4
[25] COc1ccc(-c2ccc3c(c2)[C@@H]2[C@@H](CCN2C(=O)C2CC2)[C@H](CO)N3C)cc1
→ 0.3 | 22 | 5 | -19 | 2.2 | 3 | 4 | 3
[26] COc1ccccc1N1CCN(C(=O)c2cc3cc(Br)ccc3oc2=O)CC1
→ 0.0 | 5 | -3 | x | -5.2 | 3 | -8 | 1
[27] Cc1ccccc1-c1nnc(SCC(=O)N(C)C2CCS(=O)(=O)C2)n1C (stereo not drawn)
→ -0.1 | -4 | 33 | 0 | 0.6 | -6 | 4 | 5
[28] O=C(Cc1ccccn1)N1CC(=O)N2[C@H](CO)[C@H](c3ccc(C#CC4CCCC4)cc3)[C@H]2C1
→ 0.1 | 12 | x | -5 | 2.8 | -8 | 6 | 7
[29] O=C(Nc1ccc2c(c1)OCO2)N[C@@H]1CC[C@H](CCNC(=O)C2CCCC2)O[C@@H]1CO
→ -0.1 | -2 | 1 | 11 | -1.6 | -5 | -5 | 10
[30] O=C(C[C@@H]1C[C@H]2c3cc(NC(=O)C4CCOCC4)ccc3O[C@H]2[C@@H](CO)O1)NCCN1CCCCC1
→ 0.1 | -17 | -5 | -3 | -4.5 | 6 | 3 | -1
[31] COc1ccc(C2=NNC(c3ccco3)=Nc3ccc(F)cc32)cc1
→ 0.0 | -16 | 3 | -1 | 0.4 | 2 | 0 | -14
[32] NNC(=O)/C(=C\c1ccc(Br)cc1)NC(=O)c1cccs1
→ u | 10 | -2 | 2 | 1.4 | 4 | -13 | -1
[33] COc1cc(OC)c(NC(=O)c2sc3ncn(CC(=O)N4CCN(c5ccccn5)CC4)c(=O)c3c2C)cc1Cl
→ 0.0 | 9 | -6 | -1 | 0.8 | 0 | -2 | 0
[34] COC(=O)c1ccc(NC(=O)C(=O)N2CCN(C(=S)NCCc3ccccc3)CC2)cc1
→ 0.0 | -33 | -8 | -14 | x | x | x | x
[35] CSc1ccc(CN2CCC(CO)(Cc3ccc(Cl)cc3)CC2)cc1
→ 0.0 | 45 | 11 | -42 | 0.1 | -3 | 2 | 34
[36] CCN(Cc1ccccc1)C(=O)/C=C/c1ccccc1[N+](=O)[O-]
→ -0.1 | 3 | 2 | -1 | 1.3 | 1 | -5 | -2
[37] C[C@@H]1CN([C@@H](C)CO)C(=O)c2cc(NS(=O)(=O)c3ccc(F)cc3)ccc2O[C@@H](C)CCCCO[C@H]1CN(C)CC1CCCCC1
→ 0.2 | 6 | 0 | -9 | 1.5 | -19 | 1 | 14
[38] Cc1cccc(S(=O)(=O)N(C)C[C@@H]2OCc3ccccc3-c3ccccc3C(=O)N([C@H](C)CO)C[C@H]2C)c1
→ -0.8 | x | 3 | 5 | 0.7 | u | 2 | 7
[39] Cc1cccc(NC(=S)NC(=O)Cc2ccccc2)c1C
→ 0.0 | 7 | -1 | -32 | 3.3 | -2 | 4 | 7
[40] CCCNC(=O)N1[C@@H]2Cn3c(cccc3=O)[C@H]1[C@@H](C(=O)N1CCC(Cc3ccccc3)CC1)[C@@H]2CO
→ 0.3 | -1 | -4 | 6 | x | 4 | -2 | 5

Remaining list, next part:
The line under a structure holds: XiGFP reactiv | PAX8 inh HTS | ARNT-TACC3 inh | INS-1E GSIS act | CFTR F508del cor | DENV2 CPE | ERp5 inh | EWS-Fli block
[41] COc1ccc(S(=O)(=O)N(C)C[C@@H]2OCCCC[C@H](C)Oc3ccc(NC(=O)NC4CCCCC4)cc3C(=O)N([C@@H](C)CO)C[C@@H]2C)cc1
→ 0.0 | 66* | 11 | -33 | -5.9 | -13 | 21 | 13
[42] CCc1ccc(/C=N/NC(=O)Cc2cccn2C)cc1
→ 0.0 | -40 | 4 | -12 | -0.1 | 0 | -1 | -94
[43] CCN1CCN(C(=O)c2ccccc2N(Cc2ccccc2)S(=O)(=O)c2ccc(OC)cc2)CC1
→ 0.3 | 11 | -4 | -14 | -3.9 | 3 | -2 | 6
[44] O=C(O)C[C@H]1CC[C@H]2[C@@H](COC[C@@H](O)CN2S(=O)(=O)c2ccc(F)cc2)O1
→ 0.2 | x | -3 | 11 | -1.1 | -4 | -3 | x

Of the compounds above, these have a Cl atom.
The line under a structure holds: XiGFP reactiv | PAX8 inh HTS | ARNT-TACC3 inh | INS-1E GSIS act | CFTR F508del cor | DENV2 CPE | ERp5 inh | EWS-Fli block
[1] Cc1noc(C)c1S(=O)(=O)Nc1ccc2c(c1)CC(=O)N([C@@H](C)CO)C[C@@H](C)[C@@H](CN(C)S(=O)(=O)c1ccc(Cl)cc1)O2
→ -0.8 | 8 | x | -23 | -1.6 | -4 | -1 | -3
[9] Cc1nnsc1-c1c(C(=O)N2CCOCC2)c(C)nn1-c1ccc(Cl)cc1
→ 0.0 | 2 | 15 | x | -0.3 | 10 | 5 | 6
[13] O=C(NC(c1ccc(F)cc1)c1ccc2ccccc2n1)C1CCN(CCOc2ccc(Cl)cc2)CC1 (stereo not drawn)
→ -0.2 | 57 | x | -36 | -2.1 | 9 | 6 | 21
[15] O=C(CN1CCOCC1)NNC(=S)Nc1ccc(Cl)cc1
→ 0.3 | -3 | 39* | -8 | 2.1 | 9 | -1 | -6
[17] N#Cc1ncccc1CCc1cccc(Cl)c1
→ 0.1 | -11 | -8 | 6 | x | 1 | 6 | -27
[33] COc1cc(OC)c(NC(=O)c2sc3ncn(CC(=O)N4CCN(c5ccccn5)CC4)c(=O)c3c2C)cc1Cl
→ 0.0 | 9 | -6 | -1 | 0.8 | 0 | -2 | 0
[35] CSc1ccc(CN2CCC(CO)(Cc3ccc(Cl)cc3)CC2)cc1
→ 0.0 | 45 | 11 | -42 | 0.1 | -3 | 2 | 34
